# Screens as filed in PubChem.
# CASP6 VEID inh – inhibitors of human caspase-6. inhibition, % at 12.5 µM. P55212. purified caspase-6, Z-VEID-R110 cleavage fluorescence. actives 0.53% (n = 350,000);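 active = mean inhibition across replicates at least about 35%, with every replicate also reaching that limit, limit read from the data; inconclusive = only one of the two criteria met; inactive = neither criterion met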;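 also: 0% = median of neutral control wells and 100% = no fluorescence left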
# Target sequence (P55212 24-179 limits assumed): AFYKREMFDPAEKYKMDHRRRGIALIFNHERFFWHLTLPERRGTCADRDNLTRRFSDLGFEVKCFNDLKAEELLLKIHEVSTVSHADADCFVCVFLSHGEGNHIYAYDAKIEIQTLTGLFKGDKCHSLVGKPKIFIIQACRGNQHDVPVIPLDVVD
# Target sequence (P55212 194-293 limits assumed): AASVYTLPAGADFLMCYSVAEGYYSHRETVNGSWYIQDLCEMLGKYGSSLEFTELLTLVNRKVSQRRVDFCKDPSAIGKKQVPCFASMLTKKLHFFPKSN
# CFTR F508del cor – correctors of CFTR F508del function in bronchial epithelial cells; CFBE cells, YFP halide quenching; stimulated with forskolin plus potentiator P3; % fluorescence drop versus neutral controls; activity (quench increase), % at 7.58 µM; actives 0.36% (n = 350,000); AID 720511;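 active = mean added fluorescence quench of at least 8% versus neutral control, with both replicates also reaching 8%; inconclusive = only one of the mean or replicate conditions met; inactive = mean below 8% and not both replicates reaching 8%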;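 also: cells transiently co-express mutant CFTR-F508del with the halide-sensitive YFP; corrector assay measuring rescue of mutant channel to the surface after 24 h compound exposure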
# E-sel inducer – induces E-selectin expression in human endothelial cells. P16581. HUVEC E-selectin immunofluorescence imaging; normalized: neutral wells 0, TNF-alpha wells 100. activation, % at 7.58 µM. actives 0.37% (n = 260,000);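 active = mean E-selectin-positive cell signal at least 10% of the positive control, reached in at least 60% of replicates, without over 20% cell loss; inconclusive = no rule given, readout overlaps actives, possibly toxicity-flagged; inactive = the rest, including those meeting only one limit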;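 also: in these data hits start at about 27%; measured in HUVEC primary endothelial cells; signal is the percent of cells scored E-selectin positive by PE staining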
#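 assay system = HUVEC, human umbilical vein endothelial cells | input = 3,000 HUVEC seeded per well | medium = EGM-2 growth medium on 0.1% gelatin-coated wells | dosing = one compound dose added by pin transfer | signal = immunofluorescence imaging | read-out basis = % PE-positive cells | control set = TNF-alpha, DMSO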
# INS-1E GSIS act – primary screen for activators of insulin secretion dependent on glucose, INS-1E cells, GLuc reporter luminescence | AID 743287 | INS-1E GLuc reporter insulin secretion, 2-3 h | activation, % at 16.6 µM | actives 0.61% (n = 370,000);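 active = lowest replicate activation of at least 40%, so every replicate reaches that level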;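 also: 0% = median of neutral control wells and 100% = median of IBMX positive control wells; some compounds called inactive have numbers as strong as hits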
# RAD52 anneal inh – RAD52 (human) annealing inhibition. recombinant RAD52 DNA annealing, FRET fluorescence. inhibition, % at 18.7 µM. actives 0.46% (n = 360,000);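 active = every replicate showing at least 50% inhibition; inconclusive = mean inhibition at least 50% but not in every replicate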
# Xi reactivation – X-chromosome reactivation activator. actives 0.055% (n = 360,000). XiGFP mouse fibroblasts, % GFP-positive cells imaging, 3 d; cells co-treated with 5-aza-dC sensitizer; scaled so ellipticine positive control = 100%. AID 743238. activation, % at 7.58 µM;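 active = mean normalized replicate activation at least 10% and every replicate at or above 10%; inconclusive = only one of the two criteria met; inactive = mean below 10% and not all replicates reach 10%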;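 also: 0% = median of on-plate neutral control wells and 100% = ellipticine 6 µM median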
#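 System: SV40-immortalized XiGFP fibroblast cells, line 68-5-11 / Incubation: 3-day compound exposure, then 15 min fixation at room temperature / Compound: single concentration per compound, delivered by pin transfer / Buffer or medium: DMEM plus 5-aza-dC sensitizer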
# RAD54 branch – inhibitors of human RAD54 branch migration; inhibition, % at 10.4 µM; actives 0.14% (n = 360,000); Q92698; AID 602329; RAD54 Holliday junction branch migration, FAM/BHQ fluorescence;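 active = mean normalized replicate activity at least 40 and at least half of replicates scoring 40 or more; inconclusive = only one of the two criteria met; inactive = mean below 40 and under half of replicates reaching 40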;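 also: 0% = median of neutral control wells and 100% = median of positive control wells; inhibitors cause a drop in the FAM fluorescence signal; in these data hits start at about 50%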
# Target sequence (Q92698 whole entry, looked up): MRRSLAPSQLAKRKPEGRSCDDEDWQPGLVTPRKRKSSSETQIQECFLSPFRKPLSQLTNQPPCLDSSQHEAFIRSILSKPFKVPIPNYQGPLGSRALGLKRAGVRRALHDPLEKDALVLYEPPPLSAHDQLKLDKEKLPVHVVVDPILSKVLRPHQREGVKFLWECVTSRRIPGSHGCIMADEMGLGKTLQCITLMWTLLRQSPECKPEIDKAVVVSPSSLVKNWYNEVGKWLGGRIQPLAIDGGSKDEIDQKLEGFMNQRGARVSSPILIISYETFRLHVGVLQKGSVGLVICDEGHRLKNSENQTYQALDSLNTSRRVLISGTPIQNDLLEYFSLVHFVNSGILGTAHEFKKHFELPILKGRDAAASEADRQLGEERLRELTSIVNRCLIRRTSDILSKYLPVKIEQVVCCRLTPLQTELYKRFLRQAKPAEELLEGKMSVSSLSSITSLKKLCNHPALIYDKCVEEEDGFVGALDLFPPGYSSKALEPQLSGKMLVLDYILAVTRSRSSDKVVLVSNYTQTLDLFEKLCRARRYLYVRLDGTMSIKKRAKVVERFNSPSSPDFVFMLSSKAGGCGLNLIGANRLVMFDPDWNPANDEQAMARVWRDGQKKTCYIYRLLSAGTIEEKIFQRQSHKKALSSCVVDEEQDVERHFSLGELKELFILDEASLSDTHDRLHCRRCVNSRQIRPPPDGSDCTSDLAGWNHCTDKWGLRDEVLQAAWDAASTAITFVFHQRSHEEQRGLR
# DENV2 CPE rescue – protects cells from dengue virus 2 cytopathic effect. actives 1.7% (n = 350,000). DENV2-infected cells, cytopathic effect rescue, plate reader. CPE inhibition, % at 9.99 µM; in the data active = CPE inhibition above about 20%, passing the limit was not always enough; inconclusive = no clear call, values can overlap the other calls; tested in BHK-21 cells;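 also: 0% = median of neutral control wells and 100% = median of positive control wells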
# Starred values were filed as active, the others as inactive; ? = inconclusive; . = not tested or not shown. Outcome played no part in choosing rows; any-hit rate near 3.7%.
SMILES,CASP6 VEID inh,CFTR F508del cor,E-sel inducer,INS-1E GSIS act,RAD52 anneal inh,Xi reactivation,RAD54 branch,DENV2 CPE rescue
C[C@@H]1CN([C@@H](C)CO)C(=O)Cc2cc(NS(=O)(=O)c3ccc(F)cc3)ccc2O[C@@H]1CN(C)C(=O)Nc1ccc(C(F)(F)F)cc1,.,0.3,0.2,-16,-5,0.0,5,5
Cc1ccccc1OCC(O)Cn1c(NCc2ccco2)nc2c1c(=O)n(C)c(=O)n2C (stereo not given),3,-1.1,.,-5,-10,.,7,-1
O=[N+]([O-])c1cc([N+](=O)[O-])c(Oc2ccc(F)cc2F)cc1NN1CCCCC1,0,-0.9,0.0,9,-12,0.1,5,5
Cc1ccc(NC(=O)CCS(=O)(=O)c2ccccc2)cc1S(=O)(=O)N1CCCCCC1,0,-4.5,3.6,-49,-16,0.0,6,-1
C=CCNC(=O)CSc1nc2cc(C(=O)OCC)ccc2n1CC,-1,-0.5,.,2,-5,.,3,-9
COc1ccc(NC(=O)Nc2ccc3c(c2)C(=O)N([C@H](C)CO)C[C@H](C)[C@H](CN(C)C(=O)Nc2ccc(C(F)(F)F)cc2)OCCCC[C@@H](C)O3)cc1,0,0.6,0.6,-32,-13,-1.1,.,-3
CC(C)(C)N1CC(C(=O)Nc2ccc(C(N)=O)cc2)CC1=O (stereo not given),0,0.5,0.5,.,-3,0.3,-8,4
O=C(c1cccc(F)c1)N1CC[C@@H]2[C@@H](CO)Nc3ccc(C#Cc4cccc(F)c4)cc3[C@@H]21,-1,-1.4,0.0,13,25,2.0,-4,-4
Cc1ccc(NC(=S)N(Cc2ccccc2)Cc2cccs2)c(C)c1,-1,2.2,7.9,0,-10,0.3,.,5
C[C@@H]1CCCCO[C@H](CN(C)C(=O)C2CCCCC2)[C@H](C)CN([C@H](C)CO)C(=O)c2cc(NC(=O)Nc3cccc4ccccc34)ccc2O1,1,1.1,0.3,2,10,0.0,4,-12
COc1ccccc1C#Cc1cnc2c(c1)C(=O)N([C@H](C)CO)C[C@@H](C)[C@H](CN(C)C(C)=O)O2,2,-1.0,0.5,26,16,-1.2,-5,-1
N#C[C@@H]1[C@@H](c2ccccc2C2=CCCCC2)[C@H](CO)N1S(=O)(=O)c1ccccc1,-2,-1.5,0.0,5,3,0.0,.,9
Fc1ccccc1N1CCN(C2CCCN(Cc3ccccc3C(F)(F)F)C2)CC1 (stereo not given),-1,-2.2,0.0,-33,-11,0.1,7,-5
COc1ccc(-c2[nH]ncc2-c2cscn2)c(O)c1,1,2.9,.,3,-16,0.0,.,-3
C[C@@H]1CN([C@H](C)CO)C(=O)c2cc(-c3ccc(F)cc3)cnc2O[C@@H]1CN(C)Cc1ccc(F)cc1,.,-2.6,0.0,7,.,-0.1,.,.
C[C@H]1CN([C@@H](C)CO)C(=O)c2cc(/C=C/c3ccccc3)cnc2O[C@@H]1CN(C)C(=O)C1CCC1,-2,-1.8,0.8,-14,2,-0.8,5,1
COc1ccc2[nH]cc(CCNC(=O)c3ccccc3Cl)c2c1,2,5.4,0.0,36,-12,0.3,11,6
Cc1ccccc1C(=O)NCC(=O)OCCOc1ccc(C(C)C)c(C)c1,1,-2.0,0.3,-17,1,0.1,-5,-5
Cc1ccc(NC(=O)C2CCCO2)c(Br)c1 (stereo not given),-1,-0.1,.,.,-11,0.0,-6,-1
COc1ccc(NC(=O)CCc2nnc3ccc(N4CCN(c5cccc(OC)c5)CC4)nn23)cc1,-2,2.7,3.7,-7,-13,0.2,5,0
C[C@H]1CN([C@@H](C)CO)C(=O)c2cc(NC(=O)Nc3ccc(F)cc3)ccc2O[C@H]1CN(C)Cc1ccncc1,-3,-0.6,1.6,-2,-12,-1.0,1,-2
COc1ccc(C(=O)CCC(=O)O)cc1,-2,-0.5,.,11,-18,0.1,0,6
CC(=Nc1ccccc1)C1=C(O)C(Cc2cccc(F)c2)NC1=O (stereo not given),-1,-0.8,2.6,19,-3,1.4,3,20
CCCNC(=O)N1CC(=O)N2[C@H](CO)[C@@H](c3ccc(-c4cccc(C)c4)cc3)[C@@H]2C1,2,-2.4,0.5,-15,1,0.3,.,-1

# An excerpt from above in order of molecular weight, low to high:
SMILES,CASP6 VEID inh,CFTR F508del cor,E-sel inducer,INS-1E GSIS act,RAD52 anneal inh,Xi reactivation,RAD54 branch,DENV2 CPE rescue
COc1ccc(-c2[nH]ncc2-c2cscn2)c(O)c1,1,2.9,.,3,-16,0.0,.,-3
CC(=Nc1ccccc1)C1=C(O)C(Cc2cccc(F)c2)NC1=O (stereo not given),-1,-0.8,2.6,19,-3,1.4,3,20
Cc1ccccc1C(=O)NCC(=O)OCCOc1ccc(C(C)C)c(C)c1,1,-2.0,0.3,-17,1,0.1,-5,-5
CCCNC(=O)N1CC(=O)N2[C@H](CO)[C@@H](c3ccc(-c4cccc(C)c4)cc3)[C@@H]2C1,2,-2.4,0.5,-15,1,0.3,.,-1
N#C[C@@H]1[C@@H](c2ccccc2C2=CCCCC2)[C@H](CO)N1S(=O)(=O)c1ccccc1,-2,-1.5,0.0,5,3,0.0,.,9
Fc1ccccc1N1CCN(C2CCCN(Cc3ccccc3C(F)(F)F)C2)CC1 (stereo not given),-1,-2.2,0.0,-33,-11,0.1,7,-5
C[C@H]1CN([C@@H](C)CO)C(=O)c2cc(/C=C/c3ccccc3)cnc2O[C@@H]1CN(C)C(=O)C1CCC1,-2,-1.8,0.8,-14,2,-0.8,5,1
COc1ccc(NC(=O)CCc2nnc3ccc(N4CCN(c5cccc(OC)c5)CC4)nn23)cc1,-2,2.7,3.7,-7,-13,0.2,5,0
C[C@@H]1CN([C@H](C)CO)C(=O)c2cc(-c3ccc(F)cc3)cnc2O[C@@H]1CN(C)Cc1ccc(F)cc1,.,-2.6,0.0,7,.,-0.1,.,.
C[C@H]1CN([C@@H](C)CO)C(=O)c2cc(NC(=O)Nc3ccc(F)cc3)ccc2O[C@H]1CN(C)Cc1ccncc1,-3,-0.6,1.6,-2,-12,-1.0,1,-2

# (next part)
SMILES,CASP6 VEID inh,CFTR F508del cor,E-sel inducer,INS-1E GSIS act,RAD52 anneal inh,Xi reactivation,RAD54 branch,DENV2 CPE rescue
Cc1ccc(-c2cnc(C(O)c3ccc(C)cc3)[nH]2)cc1 (stereo not given),1,3.3,-0.1,-24,-29,0.0,-11,7
Cc1csc(NC(=O)c2ccc(Cl)nc2)n1,0,0.0,0.4,21,-27,0.0,-10,11
C[C@@H]1CN([C@H](C)CO)C(=O)c2cc(NC(=O)NC3CCCCC3)ccc2O[C@H]1CN(C)Cc1ccc2c(c1)OCO2,0,0.9,-1.1,-6,-4,-0.1,4,-3
CCN1C[C@@H]2[C@@H]3C(=O)N(Cc4ccccc4)C(=O)[C@@H]3[C@](CC)(C1=O)N2C(=O)c1ccc(Br)cc1,4,-3.0,-0.1,-14,-21,0.2,-3,-4
CC(=O)NCc1ccc(-c2csc(NC(=O)CCc3nc4ccccc4c(=O)[nH]3)n2)s1,5,0.5,0.1,7,-24,0.0,8,?
C[C@@H]1CN([C@@H](C)CO)C(=O)c2cc(NC(=O)CCCN(C)C)ccc2O[C@@H](C)CCCCO[C@@H]1CN(C)S(=O)(=O)c1cn(C)cn1,0,-2.9,0.2,8,-2,0.1,4,-19
COc1ccc(CNS(=O)(=O)c2ccc3c(c2)N(C)CCO3)cc1,3,0.0,.,-2,4,0.1,-4,-6
C[C@@H](NC(=O)C[C@@H]1CC[C@H](NC(=O)Cc2ccccn2)[C@@H](CO)O1)c1ccccc1,-3,-1.6,0.2,8,3,0.1,0,3
COc1ccc2c3c(n(C)c2c1)[C@H](CO)N(CC1CC1)CC31CN(C(=O)NC2CCCC2)C1,-3,-2.1,0.1,7,3,0.4,.,?
Cc1cc2[nH]c(=O)cc(-c3ccccc3)n2n1,5,-2.7,0.2,-4,-14,0.0,1,-7
Cc1noc(C)c1NC(=O)NCC[C@@H]1CC[C@@H](NC(=O)c2ccncc2)[C@H](CO)O1,-1,-2.4,-0.1,-2,1,-0.3,-7,-2
O=C(OCC(=O)N1CCCC1=O)c1cc(Cl)ccc1O,-3,-1.5,-0.1,27,-4,0.0,-4,2
CCOC(=O)CN(C)C(=O)C1CCCN1C(=O)OC(C)(C)C (stereo not given),0,1.7,-0.1,.,-9,0.1,5,7
O=C(COC(=O)c1ccc([N+](=O)[O-])s1)NC(=O)NCc1ccccc1,44*,3.1,.,11,-16,0.3,3,-14
O=C(NCc1ccncc1)C(=O)NC1CC1,-7,.,0.0,2,15,0.9,.,12
CC(OC(=O)CSc1ccc([N+](=O)[O-])cc1)C(=O)NC1CC1 (stereo not given),1,-1.6,.,3,-13,0.0,-4,7
CCN(CC)C(=O)CN1C(=O)C2(NC(=O)c3ccccc3N2)c2ccccc21 (stereo not given),-1,-4.1,0.0,-6,-8,0.1,0,4
CCOC(=O)C1=C(O)/C(=C/c2ccc(OCC(=O)Nc3ccc(C)cc3)cc2)N=C1C,1,-2.6,1.0,-10,-50,0.0,-4,2
Oc1ccc(/C=N/Nc2ccnc3cc(Cl)ccc23)cc1O,47*,0.3,2.1,16,13,0.3,.,0
CN(C)/C=N/C(=S)Nc1cc(Cl)cc(Cl)c1,-2,-1.9,.,-18,-9,0.0,10,4
C/C=C/c1ccc2c(c1)O[C@@H](CN(C)C(=O)CC)[C@H](C)CN([C@H](C)CO)S2(=O)=O,0,0.0,0.1,12,-3,-1.2,-2,7
CCOC(=O)N1CCN=C1SCc1ccc(Cl)c(Cl)c1,-2,-1.5,119*,14,-12,0.2,5,3
COc1ccc(CN2C(=O)CSCC2(C)C(=O)NCc2ccccc2)cc1 (stereo not given),-2,-1.9,0.8,-14,-9,0.0,.,5
O=C(O)c1ccccc1CSc1ccccn1,2,3.4,.,10,-6,0.1,6,15
Cc1ccccc1-c1ccc2c(c1)O[C@@H](CN(C)C(=O)Nc1ccccc1)[C@H](C)CN([C@H](C)CO)S2(=O)=O,1,1.9,-0.1,-44,-4,-0.6,4,1
CNC[C@H]1Oc2ccc(NS(=O)(=O)c3ccccc3)cc2C(=O)N([C@@H](C)CO)C[C@@H]1C,2,-4.1,.,5,-14,0.2,-3,-10
CCCNC(=O)N1[C@H](C#N)[C@H](c2ccc(-c3ccccc3F)cc2)[C@H]1CO,-2,-0.9,0.0,-15,-13,-0.1,6,6
CCN(CC)CC(=O)Nc1ccc(-c2ccc(NC(=O)CN(CC)CC)c(OC)c2)cc1OC,-4,-1.3,.,-4,7,0.0,.,3
